# High-throughput results: PubChem BioAssay, National Center for Advancing Translational Sciences (NCATS)
# GAA glycogen mod: alters human alpha-glucosidase cleavage of glycogen; P10253; recombinant GAA, glycogen substrate, Amplex Red glucose oxidase fluorescence; actives 0.38% (n = 300,000); Potency, µM (titrated, usually from 76.4 µM), for inactives: top-dose activity change, negative = inhibition, actives largely listed as inhibitors;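 further: potency means the concentration at half of the fitted maximal effect; 0% = full enzyme reaction and -100% = no-enzyme basal signal; the screen sought inhibitors and activators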
#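 Natural-substrate format: glycogen cleavage by 4 nM human enzyme, glucose read by Amplex Red coupling (Ex 573, Em 610 nm). Normalized to enzyme and no-enzyme controls.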
# CBFb RUNX1 block: inhibitors of human CBF-beta and RUNX1 interaction | Potency, µM (series often up to 59.8 µM), for the others: top-dose activity, negative = inhibition, usual class: inhibitors | 230,000 tested, under 10 active | AID 1477 | AlphaScreen CBFb-His/RUNX1-biotin binding, biochemical; further: % of control where 0% means no effect
# Target sequence (Q01196 whole entry, looked up): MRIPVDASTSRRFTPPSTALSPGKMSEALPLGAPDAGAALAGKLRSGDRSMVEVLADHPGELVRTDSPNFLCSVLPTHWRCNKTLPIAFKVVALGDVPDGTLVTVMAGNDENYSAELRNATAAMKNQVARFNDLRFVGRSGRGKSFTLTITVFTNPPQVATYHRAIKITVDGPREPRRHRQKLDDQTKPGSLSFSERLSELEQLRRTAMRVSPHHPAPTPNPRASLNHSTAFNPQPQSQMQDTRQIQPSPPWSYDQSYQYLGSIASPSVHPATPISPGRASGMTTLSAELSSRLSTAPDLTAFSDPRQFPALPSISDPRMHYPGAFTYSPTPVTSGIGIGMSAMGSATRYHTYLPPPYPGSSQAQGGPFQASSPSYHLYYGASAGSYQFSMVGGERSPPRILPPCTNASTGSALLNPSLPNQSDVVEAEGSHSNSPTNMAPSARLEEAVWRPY
# Target sequence (Q13951 whole entry, looked up): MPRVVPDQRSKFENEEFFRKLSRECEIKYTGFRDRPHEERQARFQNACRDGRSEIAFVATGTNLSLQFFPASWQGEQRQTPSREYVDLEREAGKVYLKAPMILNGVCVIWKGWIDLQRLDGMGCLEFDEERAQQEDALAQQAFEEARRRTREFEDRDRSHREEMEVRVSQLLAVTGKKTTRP
#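 AlphaScreen proximity signal reports loss of binding between His-tagged CBF-beta and biotin-labelled RUNX1, each at 30 nM. Proteins are pre-associated for 20 minutes, compounds added for 15 minutes, then beads for 90 minutes, all at ambient temperature.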
# GAA spleen mod: inhibitors or activators of human alpha-glucosidase in spleen homogenate; Potency, µM (top dose mostly 79.9 µM), for the others: top-dose activity change, negative = inhibition, most hits filed as inhibitors; P10253; human spleen homogenate, 4-MU-alpha-glucoside fluorescence; actives 0.006% (n = 240,000);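 further: potency means the concentration at half of the fitted maximal effect; 0% = enzyme with vehicle and -100% = no enzyme basal signal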
#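 Enzyme source: human spleen homogenate, 1 ug/well. Buffer 50 mM citric acid/K phosphate pH 5.0, 0.01% Tween-20. 4-MU-alpha-glucoside 1 mM; 37 C x 40 min; NaOH/glycine stop; fluorescence.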
# HTT cytoprotect: protects HTT-Q103 PC12 cells, measured by ATP. Potency, µM (series often up to 56.4 µM), for inactives: cytoprotection (ATP increase), usual class: activators. actives 0.14% (n = 230,000). AID 1471. PC12 HTT-Q103 induced, cytoprotection, ATP luminescence, 40 h;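 further: potency means the concentration at half of the fitted maximal effect; % of control where 0% means no effect; nearly all actives have a fitted effect of over 45% in size; toxic huntingtin expression switched on by the ecdysone agonist tebufenozide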
#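 Readout: ATPlite luminescence (ATP level). Model: stable PC12, inducible Htt exon1 Q103-GFP. Inducer: tebufenozide, 100 nM final. Compounds: dose series. No G418 in medium.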
# HttQ103 aggreg: reduces HttQ103-GFP aggregates in PC12 cells; PC12 HttQ103-GFP aggregates, Acumen cytometry, 40 h; actives 1.1% (n = 220,000); AID 1688; Potency, µM (titrated, usually from 46.1 µM), for inactives: at the highest dose activity change, negative = inhibition, most hits filed as inhibitors; further: potency means the concentration at half of the fitted maximal effect; on the % scale 0 is the no-effect control and ±100 the full control effect; nearly all actives have a fitted effect of over 60% in size
#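 Quantitative HTS on tebufenozide-induced (100 nM) PC12 cells stably expressing polyQ103 Huntingtin exon 1–GFP. Reduction of bright GFP aggregates, detected by laser scanning cytometry after lysis, identified actives across the titration.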
# GAA inh: alpha-glucosidase (human) inhibition. actives 0.005% (n = 200,000). Potency, µM (doses to about 76.9 µM), for the others: at the highest dose activity change, negative = inhibition, most hits filed as inhibitors. purified human GAA, 4-MU-alpha-glucoside fluorescence. P10253;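 further: potency means the concentration at half of the fitted maximal effect; plate controls were uninhibited enzyme wells for no effect and no-enzyme background for full effect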
#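 Human alpha-glucosidase, 4 nM, pre-mixed with test compounds before 400 uM 4-methylumbelliferyl substrate; 20 min room temperature at pH 5.0. Fluorescence read after pH 10 stop; AC50 values from Hill-equation fits.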
# Lamin A splicing: modulators of lamin A splicing | HeLa LMNA splicing GFP/RFP minigene ratio, 48 h | Potency, µM (doses to about 46.1 µM), inactives show at the top dose ratio change, negative = inhibition, hits mostly inhibitors | actives 0.01% (n = 200,000); active means well fitted inhibition curve with a large enough effect in the signal ratio, with a control signal flat, not every such curve was filed as active; inconclusive means small, poorly fitted or top-dose-only effect, or effect the other way, or a change in a side signal; the % refers to the signal ratio; further: potency means the concentration at half of the fitted maximal effect; on the % scale 0 is the no-effect control and ±100 the full control effect
#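 Read-out is the ratio of GFP to DsRed2 object intensity, acquired by 488 nm laser-scanning cytometry on HeLa lamin A-EGFP minigene reporter cells. Compound incubation 48 hrs at 37 °C in Opti-MEM with 2% FBS; DMSO 0.5% final.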
# An asterisk follows results filed as active; ? = inconclusive; nt = no result given; [ ] = dose if it differs, or a comment. Unless noted, the call rests on the fitted dose curve; in most records, active means well fitted curve in the direction sought with a large enough effect; inconclusive means small, poorly fitted or top-dose-only effect, or another doubt; inactive means no such curve, though single readings can be large; an effect the other way counts as inactive or inconclusive.
1: Cc1ccc(OS(=O)Nc2cccc3nccnc23)cc1 (stereo not drawn)
2: Cc1ccc(Cn2ccc(NC(=O)c3cc(C(C)C)on3)n2)cc1
3: O=C(CN1C(=O)c2ccccc2C1=O)Nc1ccccc1N1CCOCC1
4: COc1ccccc1NC(=O)N1CCN(C(=O)Nc2ccccc2OC)CC1
5: NC(=S)N/N=C/c1ccc(Br)o1
6: O=C(NCc1ccco1)c1ccc(COc2cccc3ccccc23)cc1

compound no.	1	2	3	4	5	6
GAA glycogen mod	-1%	0%	8%	6%	?	6%
CBFb RUNX1 block	7%	-1%	-2%	11%	-4%	1%
GAA spleen mod	-1%	0%	-2%	-7%	nt	-6%
HTT cytoprotect	-33%	12%	0%[10 µM]	25%[10 µM]	-6%	-11%[10 µM]
HttQ103 aggreg	-21%	-11%	9%[9.22 µM]	-30%[9.22 µM]	6%	5%
GAA inh	2%	-1%[15.4 µM]	0%	nt	-8%	?
Lamin A splicing	-9%	?	2%[46 µM]	nt	17%[9.22 µM]	?

7: COC(=O)c1cc(C(=O)c2cc(Cl)ccc2O)coc1=N
8: O=C1N[C@@H](Cc2ccccc2)[C@@H](c2ccco2)O1
9: COCCN1CC(=O)N(c2cccc(C)c2C)C(c2ccc(Cl)cc2)C1=O (stereo not drawn)
10: CCOC(=O)c1ccccc1NC(=O)/C=C/C(=O)O
11: O=C(N1CCOCC1)N(Cc1cccs1)C1CCCC1
12: c1ccc2c(SCc3cn4ccccc4n3)nncc2c1

compound no.	7	8	9	10	11	12
GAA glycogen mod	-1%	0%	3%	5%	8%	-2%
CBFb RUNX1 block	5%	4%	3%	-2%	5%	5%
GAA spleen mod	-2%	-17%	-9%	-8%	-3%	nt
HTT cytoprotect	13%	9%[10 µM]	-26%[10 µM]	19%[10 µM]	-1%[0.074 µM]	-5%
HttQ103 aggreg	0%	13%[9.22 µM]	-14%	9%	-3%	-8%
GAA inh	8%	nt	?	2%	-4%	3%
Lamin A splicing	?	nt	-2%	-20%	11%	nt

13: COc1ccc(C(C)(C)C)cc1NC(=O)CNc1cccc2ccccc12
14: COc1ccccc1C1CC(=O)NC(SCC(=O)Nc2ccccc2)=C1C#N (stereo not drawn)
15: Cc1cc(NC(=O)CCC(=O)N(CC(=O)NC2CCCC2)c2ccccc2)no1
16: Cc1cc(C(=O)OCC(=O)Nc2sc3c(c2C#N)CCC(C)C3)c2ccccc2n1 (stereo not drawn)
17: O=C(N/N=C/c1ccncc1)c1cc2c(ccc3ccccc32)o1
18: COc1cc(NC(=O)CN2CCC(C)CC2)c(C)cc1[N+](=O)[O-]

compound no.	13	14	15	16	17	18
GAA glycogen mod	-8%	5%	4%	-6%	-10%	-5%
CBFb RUNX1 block	-9%	7%	-2%	-10%	6%	-4%
GAA spleen mod	-12%	-6%	-10%	5%	5%	-2%
HTT cytoprotect	10%[1.9 µM]	14%	-7%[10 µM]	15%[10 µM]	17%	1%[10 µM]
HttQ103 aggreg	-28%	13%	8%	19%	-6%	-10%
GAA inh	4%	-22%[15.4 µM]	1%	4%	-7%	-11%
Lamin A splicing	-26%	-1%	-7%	-7%	-13%	-6%

# Ordered by value in GAA inh (highest first): some entries from above
No. | molecule | GAA inh
13 | COc1ccc(C(C)(C)C)cc1NC(=O)CNc1cccc2ccccc12 | 4%
15 | Cc1cc(NC(=O)CCC(=O)N(CC(=O)NC2CCCC2)c2ccccc2)no1 | 1%
17 | O=C(N/N=C/c1ccncc1)c1cc2c(ccc3ccccc32)o1 | -7%
18 | COc1cc(NC(=O)CN2CCC(C)CC2)c(C)cc1[N+](=O)[O-] | -11%

# (more compounds)
19: COc1ccc(N2CCN(S(=O)(=O)c3ccc(Cl)c(C(F)(F)F)c3)CC2)cc1
20: C[C@@H](Oc1ccccc1)c1nnn(Cc2ccccc2)c1-c1c([C@@H](C)Oc2ccccc2)nnn1Cc1ccccc1
21: N#CCCn1cc(C(=O)Nc2ccc(C(=O)O)cc2)c(-c2cc3ccccc3o2)n1
22: CCC(C)c1ccc(NC(=O)CN(C)CC(=O)Nc2cccc(OC)c2)cc1 (stereo not drawn)
23: COc1ccc(NC(=O)COC(=O)c2ccc(Br)o2)cc1OC
24: CCOc1ccc(S(=O)(=O)N(CCO)CCO)cc1-c1nc2c(C(C)(C)C)nn(C)c2c(=O)[nH]1

compound no.	19	20	21	22	23	24
GAA glycogen mod	3%	1%	22%	-2%	5%	-7%
CBFb RUNX1 block	-3%	19%	-4%	-1%	14%	0%
GAA spleen mod	-2%	-2%	6%	-3%	-10%	3%
HTT cytoprotect	-7%[10 µM]	1%[10 µM]	-12%	-47%[inhibitor]	-10%[10 µM]	-83%[inhibitor]
HttQ103 aggreg	0%	8%[9.22 µM]	26%	-12%	2%	8%
GAA inh	-1%	nt	?	-7%	-8%	-8%
Lamin A splicing	-5%	nt	6%[46 µM]	nt	6%	13%

25: CN(C)c1nc2ncn(Cc3ccccc3)c2c(=O)[nH]1
26: COc1ccc(C(=O)N2CC3(CC(c4ccc(Cl)cc4)=NO3)C[C@H]2C(=O)NCC(N)=O)cc1 (stereo partly drawn)
27: COc1ccc(-c2nnc(SCc3cccc(C#N)c3)o2)cc1
28: COCCCNC(=S)NC1CC2CCC(C1)N2Cc1ccccc1 (stereo not drawn)
29: O=C(COC(=O)/C=C/c1ccc(S(=O)(=O)N2CCOCC2)cc1)NCc1ccc(Cl)cc1
30: O=C(Cc1ccccc1)Nc1ccccc1C(=O)Nc1ccc(C(=O)O)cc1

compound no.	25	26	27	28	29	30
GAA glycogen mod	3%	5%	-1%	-8%	-4%	9%
CBFb RUNX1 block	5%	0%	13%	2%	4%	2%
GAA spleen mod	6%	-4%	0%	-22%	4%	1%
HTT cytoprotect	5%[10 µM]	-19%	-6%	22%[10 µM]	18%	-23%
HttQ103 aggreg	4%[9.22 µM]	29%	?	-3%[9.22 µM]	-10%	-5%
GAA inh	nt	-4%	2%	5%	2%	2%
Lamin A splicing	nt	-2%	-10%	2%[46 µM]	8%[46 µM]	nt

31: CCOC(=O)/C(C#N)=C1\C=CN(C)C(C)=N1
32: Cc1ccc(/C=C2\CC(C)CC3=C2NC(=S)NC3c2ccc(C)cc2)cc1 (stereo not drawn)
33: CCn1cc(C(=O)N2CCN(c3cccc(C)c3C)CC2)c(=O)c2ccc(C)nc21
34: COc1ccc(NC(=O)NNC(=O)c2ccccc2-n2cccc2)cc1OC
35: O=C(CCS(=O)(=O)c1cccc2nsnc12)NCc1ccccc1Cl
36: CCOc1ccc(NC(=O)CN(C)CC(=O)Nc2cc(Cl)ccc2C#N)cc1OCC

compound no.	31	32	33	34	35	36
GAA glycogen mod	-1%	-4%	-2%	?	-4%	-1%
CBFb RUNX1 block	1%	9%	15%	-24%	2%	-3%
GAA spleen mod	0%	-2%	1%	-4%	-4%	-4%
HTT cytoprotect	22%[10 µM]	-8%[10 µM]	-11%[10 µM]	-14%	10%	-9%
HttQ103 aggreg	-10%	-17%[9.22 µM]	29%[9.22 µM]	23%	-5%	11%[9.22 µM]
GAA inh	-2%	nt	nt	8%	-22%	-4%
Lamin A splicing	4%	nt	nt	nt	3%	-6%

37: CCOC(=O)C1=C(N)OC2=C(C(=O)CCC2)C1c1ccccc1OCC (stereo not drawn)
38: CNC(=O)CC12CC3CC(CC(C3)C1)C2
39: CCS(=O)(=O)Nc1cccc(C(=O)CC2(O)C(=O)Nc3ccccc32)c1 (stereo not drawn)
40: Oc1ccccc1C1OCC2(CO1)COC(c1ccccc1O)OC2 (stereo not drawn)
41: COc1ccc(N2Nc3n[nH]c(N)c3N2)cc1
42: COc1ccc(N/C(N)=N/c2nc(CSc3nnc(C)s3)cc(=O)[nH]2)cc1

compound no.	37	38	39	40	41	42
GAA glycogen mod	-2%	-5%	-2%	5%	25µM*	1%
CBFb RUNX1 block	0%	-1%	-2%	2%	?	4%
GAA spleen mod	2%	-5%	-15%	3%	?	10%
HTT cytoprotect	-13%	-11%	-4%	nt	-8%[10 µM]	-23%[10 µM]
HttQ103 aggreg	1%	11%[9.22 µM]	10%	16%	-7%	16%[9.22 µM]
GAA inh	-3%	-13%	-3%	-8%	-11%	7%
Lamin A splicing	1%	6%	-6%	?	6%	8%[46 µM]

43: CCCC(=O)O[C@@H]1C[C@@H](C)N(C(=O)c2ccccc2)c2ccc(C)cc21
44: O=S(=O)(c1cc(Cl)ccc1Cl)N1CCCC1
45: CSCC[C@H](NC(=O)OC(C)(C)C)c1nnc(SCC(=O)Nc2c(C)cccc2C)o1
46: CC(/C=N/n1c(C2CCCCC2)n[nH]c1=S)=C\c1ccccc1
47: C1CCC(OCCN2CCN(CCOC3CCCCC3)CC2)CC1
48: Cn1c2c(c(=O)n(C)c1=O)C(C(F)(F)F)(C(F)(F)F)N=C(c1ccc(Cl)cc1)N2

compound no.	43	44	45	46	47	48
GAA glycogen mod	2%	-2%	-13%	?	-7%	9%
CBFb RUNX1 block	8%	17%	1%	-9%	10%	0%
GAA spleen mod	-6%	-2%	5%	-3%	-2%	-15%
HTT cytoprotect	10%	11%[10 µM]	2%	11%	-27%[0.074 µM]	-65%[inhibitor]
HttQ103 aggreg	-6%	-10%	1%	-8%	-17%	1.3µM*
GAA inh	-1%	-8%	-1%	2%	-18%	0%
Lamin A splicing	?	26%	0%	?	10%	?

49: Cc1c(-c2nn(C)c(=O)c3ccccc23)oc2ccc(F)cc2c1=O
50: NS(=O)(=O)c1cc(C(=O)OCC(=O)Nc2ccccc2[N+](=O)[O-])ccc1Cl
51: O=C(NC1CC1)c1ccc(COc2ccc(F)cc2)o1
52: Cc1ccc(C(=O)C[n+]2ccc3ccccc3c2)cc1
53: C=CCSc1nc(-c2ccccc2)c2cc(Cl)ccc2n1
54: O=C(CS(=O)CC(=O)N(CC(=O)NC1CCCC1)c1ccc2c(c1)OCCO2)Nc1ccc(F)cc1 (stereo not drawn)

compound no.	49	50	51	52	53	54
GAA glycogen mod	8%	18%	-14%	1%	-2%	16%
CBFb RUNX1 block	1%	-12%	4%	-3%	8%	0%
GAA spleen mod	7%	3%	-5%	-1%	-1%	-9%
HTT cytoprotect	-21%	20%[10 µM]	-9%	?	18%[10 µM]	-39%[inhibitor]
HttQ103 aggreg	-13%	-2%	-9%	-17%	-5%	-5%
GAA inh	-1%	10%	-2%	-2%	7%	-1%
Lamin A splicing	7%	17%[46 µM]	?	nt	-10%	-11%
